GCN5L2 inh – inhibitors of human GCN5L2 histone acetyltransferase. Q92830. GCN5L2 HAT assay, ThioGlo1 CoA-SH fluorescence. Potency, µM (series often up to 58.9 µM), for inactives: top-dose activity change, negative = inhibition, actives largely listed as inhibitors. hit rate 0.21% among 390,000. AID 504327
Target sequence (Q92830 whole entry, looked up): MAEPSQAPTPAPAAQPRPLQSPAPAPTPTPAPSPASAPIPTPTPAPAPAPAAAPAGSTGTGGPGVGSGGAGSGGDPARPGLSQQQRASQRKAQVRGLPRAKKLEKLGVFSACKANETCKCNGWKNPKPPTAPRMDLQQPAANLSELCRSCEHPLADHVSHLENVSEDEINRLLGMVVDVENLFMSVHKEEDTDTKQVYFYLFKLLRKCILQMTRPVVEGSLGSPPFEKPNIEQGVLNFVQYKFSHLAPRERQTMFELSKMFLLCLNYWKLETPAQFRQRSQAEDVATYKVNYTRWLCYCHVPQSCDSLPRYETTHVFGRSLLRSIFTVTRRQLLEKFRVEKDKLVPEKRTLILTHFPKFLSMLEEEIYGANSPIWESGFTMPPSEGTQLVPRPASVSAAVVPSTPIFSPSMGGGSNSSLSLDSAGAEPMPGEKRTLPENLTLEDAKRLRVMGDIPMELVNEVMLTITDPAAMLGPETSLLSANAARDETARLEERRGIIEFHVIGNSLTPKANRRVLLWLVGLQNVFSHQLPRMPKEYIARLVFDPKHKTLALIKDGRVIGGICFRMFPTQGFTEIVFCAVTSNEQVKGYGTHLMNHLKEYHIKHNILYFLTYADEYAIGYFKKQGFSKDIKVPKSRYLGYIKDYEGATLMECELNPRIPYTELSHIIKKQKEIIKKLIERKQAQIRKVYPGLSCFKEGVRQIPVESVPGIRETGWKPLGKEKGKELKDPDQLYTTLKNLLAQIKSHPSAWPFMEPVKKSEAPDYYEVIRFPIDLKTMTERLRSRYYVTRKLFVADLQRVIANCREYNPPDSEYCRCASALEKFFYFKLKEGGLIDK
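Compounds, pin-transferred from DMSO stocks, meet 20nM GCN5L2 for 15 min before the reaction begins with H3(1-25) peptide (75uM) and acetyl-CoA (70uM). Thiol-reactive ThioGlo1 reports CoA release over 20 min at room temperature.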
FEN1 inhibitor – human FEN1 inhibition | P39748 | Recombinant FEN1 flap cleavage, fluorescence, 15 min | Potency, µM (titrated, usually from 114 µM), for inactives: at the highest dose activity change, negative = inhibition, hits mostly inhibitors | hit rate 0.35% among 390,000 | AID 588795; note: nearly all actives have a fitted effect of over 65% in size
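In this screen, 50 nM flap DNA substrate was added to 10 nM FEN1 pretreated with compound for 15 min at room temperature; cleavage was followed with reads at 0 and 15 min, and Hill fitting gave concentration–response parameters.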
N370S GC – N370S glucocerebrosidase modulation, Gaucher chaperone candidate; P04062; N370S GC spleen homogenate, 4MU-glucoside fluorescence; Potency, µM (doses to about 59.4 µM), without a hit: at the top dose activity change, negative = inhibition, actives largely listed as inhibitors; hit rate 0.092% among 330,000; AID 2101;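 note: 0% = full enzyme activity and -100% = no enzyme basal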
* hit, by the source's call; ? = inconclusive; · = not tested or not shown; & = joins results of further samples; [ ] = remark or other dose. Calls come from the whole dose curve; as a rule, active = well fitted curve in the direction sought with a large enough effect; inconclusive = small, poorly fitted or top-dose-only effect, or another doubt; inactive = no such curve, though single readings can be large; an effect the other way counts as inactive or inconclusive. Unless noted, % is set by controls: 0 for no effect and ±100 for the full control effect; potency is the fitted concentration of half-maximal effect. Some of the compounds tested (hit frequency here may not be typical).

mol | GCN5L2 inh | FEN1 inhibitor | N370S GC
Cc1ccc(/C=C/C(=O)Nc2ccc([N+](=O)[O-])c(NC(=O)/C=C/c3ccc(C)o3)c2)o1 | 32%[activator] | ? | -12%
Cc1ccc(N(C(=O)c2snc(C(N)=O)c2N)C(CC(C)C)C(=O)NC2CCCC2)cc1 (stereo not drawn) | 5% | -2% | 12%
Cc1noc(C)c1COC(=O)c1ccc2c(c1)S(=O)(=O)c1ccccc1C2=O | -5% | 9% | -23%
COc1ccc(N(C(=O)CNC(=O)c2ccco2)C(C(=O)NC2CCCC2)c2ccco2)cc1 (stereo not drawn) | 0% | 5% | -12%
Cc1ncsc1CCOC(=O)c1ccc(N2CCOCC2)c([N+](=O)[O-])c1 | -6% | 8% | 1%
O=C(O)CCC(=O)NNC(=O)COc1ccc2ccccc2c1Br | -1% | -1% | -26%
C=CCc1c(C)nc(N)[nH]c1=O | -3% | 1% | 6%
CC(C)C(NC(=O)CN1C(=O)c2cccc3cccc1c23)C(C)C | -14% | 20% | -1%
CCCCCCCC/C=C\CCCCCCCC(=O)NCc1ccc(O)c(OC)c1 | -28%&-25% | ? | 3%
CCC(=O)N1CCc2cc(CNC(=O)Nc3ccccc3Cl)ccc21 | -6% | -4% | ·
CC1CC(C)CN(CC(C)(C)NS(=O)(=O)c2ccc(Cl)cc2)C1 (stereo not drawn) | 0% | -3% | -17%
O=C(OCC(=O)N1CCCc2ccccc21)c1cncc(Br)c1 | -8% | -4% | 5%
CCC/C(O)=C1\C(=O)CCCC1=NCCc1c(C)[nH]c2ccccc12 | 1% | -11% | 14%
CC1CCN(C(=O)C2CCCN(S(C)(=O)=O)C2)CC1 (stereo not drawn) | 0% | -6% | 8%
CCOC(=O)C(CCSC)NC(=O)CN (stereo not drawn) | -1% | -10% | 4%

An excerpt from above in order of number of heavy atoms, ascending.
mol | GCN5L2 inh | FEN1 inhibitor | N370S GC
C=CCc1c(C)nc(N)[nH]c1=O | -3% | 1% | 6%
CCOC(=O)C(CCSC)NC(=O)CN (stereo not drawn) | -1% | -10% | 4%
CC1CCN(C(=O)C2CCCN(S(C)(=O)=O)C2)CC1 (stereo not drawn) | 0% | -6% | 8%
O=C(OCC(=O)N1CCCc2ccccc21)c1cncc(Br)c1 | -8% | -4% | 5%
CC(C)C(NC(=O)CN1C(=O)c2cccc3cccc1c23)C(C)C | -14% | 20% | -1%
CCC(=O)N1CCc2cc(CNC(=O)Nc3ccccc3Cl)ccc21 | -6% | -4% | ·
Cc1ncsc1CCOC(=O)c1ccc(N2CCOCC2)c([N+](=O)[O-])c1 | -6% | 8% | 1%
Cc1noc(C)c1COC(=O)c1ccc2c(c1)S(=O)(=O)c1ccccc1C2=O | -5% | 9% | -23%
CCCCCCCC/C=C\CCCCCCCC(=O)NCc1ccc(O)c(OC)c1 | -28%&-25% | ? | 3%
Cc1ccc(/C=C/C(=O)Nc2ccc([N+](=O)[O-])c(NC(=O)/C=C/c3ccc(C)o3)c2)o1 | 32%[activator] | ? | -12%
Cc1ccc(N(C(=O)c2snc(C(N)=O)c2N)C(CC(C)C)C(=O)NC2CCCC2)cc1 (stereo not drawn) | 5% | -2% | 12%
COc1ccc(N(C(=O)CNC(=O)c2ccco2)C(C(=O)NC2CCCC2)c2ccco2)cc1 (stereo not drawn) | 0% | 5% | -12%

(next part)
mol | GCN5L2 inh | FEN1 inhibitor | N370S GC
O=C(Cn1cnc2ccccc21)N/N=C/c1ccccc1[N+](=O)[O-] | 4% | 2% | 6%
C/C(CCc1ccco1)=N/NC(=O)CCC(=O)Nc1ccc(Br)cc1 | 3% | -4% | 8%
COc1cc(/C=C2\CCc3ccccc3C2=O)cc(OC)c1OC | -7% | 3% | 25%
O=C(O)c1cc(-n2cccc2)ccc1N1CCOCC1 | -6% | -3% | -12%
O=C(Nc1cccc2ccccc12)OCc1cncs1 | -14% | 14% | 10%
Cc1cc(C)cc(Oc2cc(NC(=O)c3cn(C)nc3C)cc([N+](=O)[O-])c2)c1 | -2% | -13% | 1%
O=[N+]([O-])c1ccc(NS(=O)(=O)c2cccc3cccnc23)cc1 | -3% | -13% | -3%
CN(C)CCN=Cc1c(O)n(Cc2ccccc2)c(=O)c2ccccc12 | 1% | -1% | 3%
COc1ccc(C2N(c3cccc(Cl)c3)C(=O)C3CCCN32)cc1 (stereo not drawn) | -6% | -3% | -12%
O=C(CN1C(=O)NC(c2ccccc2)(c2ccccc2)C1=O)c1c[nH]c2ccccc12 | -21% | · | 7%
CCCn1c(=N)c(C(=O)NC2CCCC2)cc2c(=O)n3cccc(C)c3nc21 | -5%&-15% | -4%&-24% | -1%
Cc1ccc2c(c1)N(CC(=O)NCc1cccc(Cl)c1)C(=O)c1cccnc1O2 | 1% | -10% | ·
CCCCSc1nc2sc3c(c2c(=O)[nH]1)CCC3 | -23% | 3% | 7%
COc1cccc(CNC(=O)C(=O)N2CCC3(CC2)OCCN3S(=O)(=O)c2ccc(C)cc2)c1 | -4% | 4% | -8%
Cn1c(C(=O)OC(C(=O)NCc2ccco2)c2ccncc2)cc2sccc21 (stereo not drawn) | -5% | -3% | 10%
Cc1ccc(C2=NS(=O)(=O)N(C)C(C(=O)NCc3ccccn3)=C2)cc1 | ? | 19% | 2%
CCCCOc1ccc(N(CC(=O)NCc2ccccc2)C(=O)c2csnn2)cc1 | -5% | 2% | -24%
CCOC(=O)c1ccc(NC(=O)c2c(NC(C)=O)sc3c2CCC(C)C3)cc1 (stereo not drawn) | -4% | -5% | ·
Cc1cc(C(=O)Nc2sc3c(c2C#N)CCCCC3)cs1 | -19% | 2% | 13%
Cc1ccc(COC(=O)c2nn(-c3ccccc3)nc2N)cc1 | -11% | -2% | 11%
O=C(N/C=C/c1ccc(Cl)cc1)NCc1ccc(Cl)cc1 | 0% | -10% | 6%
Cc1ccc(C)c(NS(=O)(=O)c2ccc(OCC(=O)N3CCOCC3)cc2)c1 | -2% | 1% | 0%
Cc1ccc(C(=O)O)cc1NC(=O)C1=CSCCO1 | -2% | 29% | -1%
CCCCNC(=O)CSc1nc(-c2ccc(OC)cc2)cc(C(F)(F)F)n1 | -4% | 19% | ·
C=CCc1c(C)nc(-c2ccccc2)nc1N/N=C/c1ccccc1 | -5% | -18% | 16µM*
Cc1nn(C2CCS(=O)(=O)C2)c(Cl)c1/C=C/C(=O)OCC(=O)Nc1ccccc1OC(F)F (stereo not drawn) | 1% | 0% | 6%
O=C(C1CC(=O)N(c2ccc(F)cc2)C1)N1CCCCC1 (stereo not drawn) | 0% | -1% | 3%
COc1ccc(-n2nc(C(=O)Nc3cccc(C)n3)c3c4ccccc4n(C)c3c2=O)cc1Cl | -2% | -2% | ·
COc1cc([N+](=O)[O-])ccc1NC(=O)CSc1ccccn1 | -11% | · | 22%
CCOC(=O)C1=NN(C(C)=O)C2(CC(=O)N(c3cccc(C)c3)C2=O)C1 (stereo not drawn) | 1% | 20% | ?
C=CCOC(=O)C1=C(C)NC(SCC(=O)Nc2nccs2)=C(C#N)C1c1ccc(Cl)cc1 (stereo not drawn) | -16% | -22% | -1%
Cc1ccc(-c2n[nH]c(=S)n2/N=C/C=C\c2ccccc2[N+](=O)[O-])cc1 | -2% | -18% | -7%
COc1cccc(CNC(=O)c2nn(C)c3c2CSc2ccccc2-3)c1 | -3% | -5% | ·
CCOC(=O)c1cccc(NS(=O)(=O)c2c(C)nc3sc(C)cn3c2=O)c1 | -16% | 1% | ·
COc1ccc(C2CC(c3ccc(Cl)cc3Cl)n3nc(N)nc3N2)cc1 (stereo not drawn) | -4% | 18% | 4%
CCOC(=O)C1=C(c2ccccc2)O/C(=C(/C(=O)OC)C(F)(F)F)S1 | -2% | 6% | ·
CC(C)c1ccc(C(=O)NNC(=O)c2ccncc2)cc1 | -6% | -2% | 0%
O=C(NCCCN1CCOCC1)C(=O)NCCc1ccccc1 | -6% | 2% | 7%
Cc1c(C(=O)N2CCOCC2)cc(C(C)(C)C)n1-c1ccccc1 | -2% | -8% | 4%
CCOC(=O)N1CCC(N(CCN(C)C)C(=S)Nc2cccc(OC)c2)CC1 | -1% | 18% | -23%
CCOc1ccccc1N(C(=O)c1ccco1)C(C(=O)NC1CCCC1)c1cccs1 (stereo not drawn) | -6% | 13% | -8%
Cc1ccc(-n2nnnc2C(Cl)(Cl)c2nnnn2-c2ccc(C)cc2)cc1 | -7% | -7% | -6%
CCN(CCNCC(O)COCc1ccc(Cl)cc1)c1cccc(C)c1 (stereo not drawn) | 1% | -2% | -24%
O=[N+]([O-])c1nn(-c2cccc(Cl)c2)n(O)c1=NCc1cccnc1 | -9% | -21% | -2%
Cc1cc(-c2csc(N)n2)c(C)n1CCc1ccccc1 | -8% | -5% | -11%
CCn1c(-c2cc(-c3ccccc3OC)nc3ccccc23)n[nH]c1=S | -1% | 5% | 5%
CCOc1ccc(NC(=O)c2cc(=O)c3ccc(C)c(C)c3o2)cc1 | -3% | 2% | ·
CC(Oc1ccccc1)C(=O)Nc1ccc(C(=O)OCc2cc(=O)n3ccsc3n2)cc1 (stereo not drawn) | -9% | -4% | ·
Cc1ccc(C(=O)NCc2ccco2)cc1S(=O)(=O)Nc1cccc(C)c1C | -1%[0.501 µM] | 2% | 14%
CC(C)CN(CC(C)C)C(=O)CC(=O)NC(=O)c1ccc(Cl)cc1 | 1% | 5% | 4%
O=C(NCCCN=C1NS(=O)(=O)c2ccccc21)c1ccc(S(=O)(=O)N2CCOCC2)cc1 | -8% | -8% | -9%
CC(C)c1nc2ccc(C(=O)O)cc2[nH]1 | 0% | 5% | 0%
Cc1cc(C)c(NC(=O)CCN2C(=O)c3ccccc3S2(=O)=O)c(C)c1 | -1% | 1% | -5%
Cc1ccc(NS(=O)(=O)c2csc(C(N)=O)c2)c(C)c1 | 43%[activator] | 1% | -8%
COc1ccc(/C=N/NC(=O)CN(c2ccc(OC)cc2)S(=O)(=O)c2ccccc2)cc1 | -11% | -14% | -3%
Cc1sc(NC(=O)c2ccco2)c(CN2CCC(C)CC2)c1C | -6% | -23% | 12%
CCOC(=O)N1CCN(Cc2ccc3c(c2)OCO3)CC1 | -10% | -4% | -2%
CCCOC(=O)c1ccc(NC(=O)Oc2ccccc2)cc1 | 7% | -14% | 5%
CCCc1nc2ccccc2c2nc(N)nn12 | -3% | -4% | 6%
COc1ccc(C(=O)/C=C/C(=O)N(CC(=O)NC2CCCCC2)Cc2ccccc2)c(O)c1 | -8% | -3% | 1%

Further results follow:
mol | GCN5L2 inh | FEN1 inhibitor | N370S GC
COc1cc(Nc2cc(C)nc3nc(C)nn23)cc(OC)c1OC | -5% | 1% | 1%
CC(C(=O)O)n1c(C(F)(F)F)nc2ccccc21 (stereo not drawn) | -3% | 3% | ·
COc1ccc(-c2cnc3ncnn3c2N)cc1 | 0% | 2% | 3%
CCOc1ccc(NC(=O)CCC(=O)NNC(=O)c2ccc(Br)o2)cc1 | -17% | 5% | 3%
Cc1ccc(S(=O)(=O)N2CCN(C(=O)c3c(C)nn(-c4ccccc4)c3Cl)CC2)cc1 | -11% | -13% | -3%
Cc1ccc(C(=O)NCCc2ccccn2)cc1S(=O)(=O)N1CCOCC1 | -26% | 11% | 0%
O=C(Nc1ccccc1N1CCCC1)C1CCN(C(=O)c2ccc(Cl)cc2)CC1 | -6% | -2% | -16%
C=CCn1c(Cc2ccc(OCC)cc2)nnc1SCC(N)=O | 3% | -2% | 0%
Cc1cccc(OCc2nnc(SCC(=O)NC3CCCCC3)n2C)c1 | -11% | 20% | 0%
Cc1nn(-c2ccccc2)c(C)c1NC(=O)COC(=O)CCCOc1ccccc1 | -4% | -3% | -4%
CCOc1nnc(C)c2c(C)n(-c3cccc(Cl)c3)nc12 | -11% | 5% | 1%
CC1CCc2c(sc3nc(-c4cc5cc(Br)ccc5oc4=O)[nH]c(=O)c23)C1 (stereo not drawn) | 1% | 4% | ·
CC(=O)Nc1ccc(C(=O)N/N=C/c2cccnc2)cc1 | -2% | 20% | 3%
CC(C)n1nnnc1SCC(=O)Nc1ccccc1N1CCOCC1 | -4% | 5% | -7%
Cn1c(SCC(=O)c2ccc3c(c2)OCO3)nnc1-c1ccccn1 | · | -10% | 7%
CCSc1nc(-c2cccnc2)ccc1C#N | -4% | -3% | 2%
CCOC(=O)c1ccc(CNC(=O)C2CCC(=O)N(Cc3cccc(OC)c3)C2)o1 (stereo not drawn) | -1% | 2% | -1%
CCCCc1c(O)cc(C)[nH]c1=O | 0% | 2% | -1%
Cc1ccc(N(Cc2cccs2)C(=O)COc2cccc(C)c2)cc1 | -9% | 8% | ·
O=C(NCc1cccnc1)/C(=C/c1ccc(-c2cccc(C(F)(F)F)c2)o1)NC(=O)c1ccccc1 | ? | -20% | ?

Source: PubChem
